From PubChem
YAP1 CTGF inhibition: reduction of CTGF mRNA in DLD1 cells – DLD1 colon cancer cells, RT-qPCR, single point, primary screen (AID 743449); DLD1 CTGF mRNA qPCR, 24 h; active compounds read high; hit rate 0.9% among 9,900; inhibition, % at 12.5 µM;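 active = mean normalized replicate activity at least 50 and at least half of replicates each reaching 50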;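 note: 0% = neutral control wells and 100% = dasatinib control wells; higher means stronger suppression of CTGF expression like dasatinib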
Pax4 gene expression: Pax4 mRNA upregulation in alpha cells – RT-PCR, mouse alpha TC1 cells, single point, primary screen (AID 1053180). mouse alpha TC1 cells, Pax4 mRNA qPCR, 6 days; active compounds read high; 100% = Pax4 plasmid added at qPCR. activation, % at 10 µM. hit rate 0.2% among 9,600;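 active = highest normalized replicate activity of 15 or more, or at least half the replicates reach 15 or more; inactive = neither condition met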;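 note: pax4 Ct normalized to GAPDH with activation seen as lower delta delta Ct; plate controls were plate neutral control wells for no effect and Pax4 plasmid positive control for full effect; each compound tested in two replicate wells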
Numbers without * were called inactive; . = no result given; & = joins results of further samples. These rows are one share of the data. The share of hits here may be higher or lower than overall.

SMILES	YAP1 CTGF inhibition	Pax4 gene expression
CN(C)C(=O)[C@H]1[C@H](CO)[C@H]2Cn3c(ccc(/C=C/c4ccccc4)c3=O)[C@H]2N1C(=O)c1cccnc1	-17	0.0
CNC[C@H]1OCc2ccccc2-c2ccccc2C(=O)N([C@H](C)CO)C[C@@H]1C	3	0.0
CCC(=O)N1[C@@H](CO)[C@H](c2ccccc2)[C@@H]1CN(C)C(=O)CN1CCOCC1	0	0.0
CCCN1C[C@H](C)[C@@H](OC)CN(C)C(=O)c2ccc(NS(=O)(=O)c3cn(C)cn3)cc2OC[C@H]1C	9	0.0
C[C@@H]1CCCCO[C@H](CN(C)C(=O)NC2CCCCC2)[C@H](C)CN([C@@H](C)CO)C(=O)c2cc(N(C)C)ccc2O1	-8	0.0
CCC(=O)N1CC2(C1)[C@H](c1ccc(-c3ccc(F)cc3)cc1)[C@@H](CO)N2C(C)=O	14	.
O=C(c1ccccn1)N1CC2(C1)[C@H](c1ccccc1)[C@H](CO)N2Cc1ccc(F)cc1	-12	.
COc1ccc([C@H]2C/C=C\C[C@H](c3ccc4c(c3)OCO4)NC(=O)[C@H](c3ccccc3)CC(=O)N2)c(OC)c1	-62	0.0
COCCNC(=O)C[C@H]1CC[C@@H]2[C@H](COC[C@@H](O)CN2Cc2ccc(Cl)c(Cl)c2)O1	-1	0.1
CCCNC(=O)N1CC2(C1)[C@@H](c1ccccc1)[C@@H](CO)N2Cc1ccc(Cl)cc1	-8	.
COc1cccc(-c2ccc([C@@H]3[C@H]4CN(C(=O)c5cccnc5)CC(=O)N4[C@H]3CO)cc2)c1	-14	0.0
CCS(=O)(=O)N(C)C[C@@H]1N[C@H](CO)[C@@H]1c1ccc(C#CC(C)C)cc1	8	0.0
COc1ccc(S(=O)(=O)N(C)C[C@@H]2Oc3ccc(NC(=O)Cc4cn(C)c5ccccc45)cc3C(=O)N([C@@H](C)CO)C[C@@H]2C)cc1	12	0.0
CCCN(C)C[C@@H]1Oc2cc(/C=C/c3ccccc3)ccc2S(=O)(=O)N([C@@H](C)CO)C[C@H]1C	10	0.1
COc1ccc2c3c([nH]c2c1)[C@H](CO)N(C(=O)Nc1ccc(F)cc1)CC31CN(C(=O)Nc2c(C)noc2C)C1	-14	0.0
C[C@H]1CN([C@@H](C)CO)C(=O)c2cc(C3=CCCCC3)cnc2O[C@H]1CN(C)S(=O)(=O)c1cn(C)cn1	-20	0.0
N#C[C@H]1[C@H](c2ccccc2-c2cccc(F)c2)[C@@H](CO)N1C(=O)C1CC1	5	0.1
COCC(=O)N1[C@H](CO)[C@H](c2ccc(C#Cc3ccccc3F)cc2)[C@@H]1C#N	6	0.0
C[C@H](CO)N1C[C@H](C)[C@@H](CN(C)S(=O)(=O)c2ccccc2)Oc2ccc(NC(=O)C3CC3)cc2C1=O	4	0.0
O=C1C[C@@H](c2ccccc2)C(=O)N[C@H](c2ccccc2)C/C=C\C[C@H](c2ccccc2)N1	13	0.0
CCCNC(=O)N1C[C@@H]2N[C@H](C1)C2c1ccc(-c2ccc(OC)cc2)cc1 (stereo not given in full)	-18&-51	0.0&0.1
CCN1[C@@H]2Cn3c(ccc(-c4ccncc4)c3=O)[C@H]1[C@@H](C(=O)NCCc1cn(C)cn1)[C@@H]2CO	0	0.0
N#C[C@H]1[C@H](c2ccccc2C2=CCCCC2)[C@H](CO)N1S(=O)(=O)c1ccccc1	-4	0.0
Cc1ccc(S(=O)(=O)Nc2ccc3c(c2)C(=O)N([C@@H](C)CO)C[C@@H](C)[C@@H](CN(C)S(=O)(=O)c2cccs2)OCCCC[C@@H](C)O3)cc1	28	0.0
C[C@@H]1CN([C@H](C)CO)C(=O)CCCn2nncc2CO[C@H]1CN(C)Cc1ccc(C(=O)Nc2ccccc2N)cc1	-132	0.0
SMILES	YAP1 CTGF inhibition	Pax4 gene expression
CCOC(=O)CCCCCC(=O)Nc1ccc2c(c1)C(=O)N([C@@H](C)CO)C[C@H](C)[C@H](CN(C)C(=O)Nc1ccc(C(F)(F)F)cc1)OCCCC[C@H](C)O2	-33	0.0
CO[C@H](CN(C)C(=O)Nc1ccc(Cl)cc1)[C@H](C)CN(Cc1ccccc1Cl)[C@@H](C)CO	21	0.0
Cc1noc(C)c1S(=O)(=O)N(C)C[C@H]1Oc2c(NS(=O)(=O)c3cn(C)cn3)cccc2C(=O)N([C@H](C)CO)C[C@@H]1C	-11	0.0
C[C@@H]1CN([C@H](C)CO)C(=O)c2cc(NC(=O)Cc3ccccc3)ccc2O[C@@H](C)CCCCO[C@H]1CN(C)Cc1ccncc1	-4	0.0
COc1ccc(C[C@@H]2CCn3nncc3COC[C@H](CC(C)C)NC2=O)cc1	-29	0.0
CO[C@H]1CN(C)C(=O)c2ccc(NC(=O)c3ccccc3F)cc2OC[C@@H](C)N(C)C[C@@H]1C	-17	0.0
COc1ccc(NC(=O)N2C[C@@H](O)COC[C@@H]3O[C@@H](CC(=O)N4CCCCC4)CC[C@H]32)cc1	26	0.0
CCCC(=O)Nc1ccc2c(c1)OC[C@@H](C)N(C(=O)c1cccnc1)C[C@H](C)[C@@H](OC)CN(C)C2=O	-11	0.0
C[C@@H]1CC=CC[C@@H](c2cccc(Cl)c2)NC(=O)[C@@H](Cc2ccccc2)N(C)C(=O)c2ccccc2O1 (mixture of isomers)	67*	0.1
COc1cccc(NC(=O)N2CC3(C2)[C@@H](c2ccccc2)[C@H](CO)N3C(C)=O)c1	-29	.
COc1ccc(S(=O)(=O)N(C)C[C@H]2Oc3ccc(NC(=O)Cc4cn(C)c5ccccc45)cc3C(=O)N([C@@H](C)CO)C[C@@H]2C)cc1	-15	0.1
CCC(=O)N1C[C@H](O)COC[C@H]2O[C@H](CC(=O)NC)CC[C@@H]21	-12	0.0
N#C[C@H]1[C@H](c2ccccc2)[C@H](CO)N1C(=O)CCN1CCCCC1	1	0.0
O=C(Nc1ccccc1F)N1[C@@H]2CNC[C@H]1C2c1ccc(-c2ccncc2)cc1 (stereo not given in full)	-2&42	0.0&0.0
CN1C(=O)c2cc(NC(=O)c3cccc(F)c3)ccc2OC[C@@H]2O[C@H](CC(=O)NCC3CCCCC3)CC[C@H]21	42&2	0.0&0.0
COc1ccc(NC(=O)N(C)C[C@@H]2OCc3cnnn3CCCC(=O)N([C@H](C)CO)C[C@H]2C)c(OC)c1	6	0.0
Cc1noc(C)c1NC(=O)N(C)C[C@H]1OCc2cnnn2CCCC(=O)N([C@@H](C)CO)C[C@@H]1C	0	0.0
C[C@@H](NC(=O)C[C@@H]1CC[C@H]2[C@@H](COc3ccc(NS(=O)(=O)c4ccc(Cl)cc4)cc3C(=O)N2C)O1)c1ccccc1	-8	0.0
COc1ccc2c3c([nH]c2c1)[C@H](CO)N(C(=O)c1ccccn1)CC31CN(C(=O)C2CCC2)C1	12	0.0
O=C(C[C@H]1CC[C@H]2[C@@H](COC[C@H](O)CN2S(=O)(=O)c2ccccc2)O1)NCC1CCCCC1	-7	0.0
N#Cc1ccc(-c2ccc(C3[C@H]4CNC[C@@H]3N4C(=O)NC3CCCCC3)cc2)cc1 (stereo not given in full)	19	0.0
CC(C)NC(=O)Nc1ccc2c(c1)C(=O)N(C)[C@@H]1CC[C@@H](CC(=O)NCc3ccc(F)cc3)O[C@H]1CO2	13	0.0
C[C@H](CO)N1C[C@H](C)[C@@H](CN(C)C(=O)Nc2ccnc(N3CCOCC3)c2)OCc2ccccc2-c2ccccc2C1=O	-23	0.0
Cc1noc(C)c1S(=O)(=O)N(C)C[C@@H]1OCc2ccccc2-c2ccccc2C(=O)N([C@@H](C)CO)C[C@H]1C	20	0.0
CCCC#Cc1ccc2c(c1)[C@H]1[C@H](CCN1S(=O)(=O)c1cccc(F)c1)[C@H](CO)N2C	17	0.1

An excerpt from above in order of SMILES length, high to low:
SMILES	YAP1 CTGF inhibition	Pax4 gene expression
CCOC(=O)CCCCCC(=O)Nc1ccc2c(c1)C(=O)N([C@@H](C)CO)C[C@H](C)[C@H](CN(C)C(=O)Nc1ccc(C(F)(F)F)cc1)OCCCC[C@H](C)O2	-33	0.0
COc1ccc(S(=O)(=O)N(C)C[C@H]2Oc3ccc(NC(=O)Cc4cn(C)c5ccccc45)cc3C(=O)N([C@@H](C)CO)C[C@@H]2C)cc1	-15	0.1
C[C@@H](NC(=O)C[C@@H]1CC[C@H]2[C@@H](COc3ccc(NS(=O)(=O)c4ccc(Cl)cc4)cc3C(=O)N2C)O1)c1ccccc1	-8	0.0
C[C@@H]1CN([C@H](C)CO)C(=O)c2cc(NC(=O)Cc3ccccc3)ccc2O[C@@H](C)CCCCO[C@H]1CN(C)Cc1ccncc1	-4	0.0
COc1ccc(NC(=O)N(C)C[C@@H]2OCc3cnnn3CCCC(=O)N([C@H](C)CO)C[C@H]2C)c(OC)c1	6	0.0
COc1cccc(NC(=O)N2CC3(C2)[C@@H](c2ccccc2)[C@H](CO)N3C(C)=O)c1	-29	.
N#C[C@H]1[C@H](c2ccccc2)[C@H](CO)N1C(=O)CCN1CCCCC1	1	0.0

(list continues)
SMILES	YAP1 CTGF inhibition	Pax4 gene expression
CCC(=O)N1CC2(C1)[C@@H](c1ccc(-c3ccc(F)cc3)cc1)[C@H](CO)N2C(C)=O	-12	.
COc1cccc(-c2ccc3c(c2)O[C@H](CN(C)Cc2cccnc2)[C@@H](C)CN([C@H](C)CO)S3(=O)=O)c1	-116	0.3
N#Cc1cccc(-c2ccc3c(c2)[C@@H]2[C@@H](CCN2S(=O)(=O)c2ccc(F)cc2)[C@@H](CO)N3)c1	22	0.0
Cc1ccc(S(=O)(=O)Nc2ccc3c(c2)CC(=O)N([C@@H](C)CO)C[C@H](C)[C@@H](CN(C)S(=O)(=O)c2ccccc2)O3)cc1	-32	0.0
N#C[C@H]1[C@@H](c2ccc(-c3cccc(F)c3)cc2)[C@@H](CO)N1c1nc(-c2ccccc2)cs1	-10	0.0
CC(C)CC#Cc1ccc([C@@H]2[C@@H](CO)N3C(=O)CN(C(=O)Nc4cc(F)ccc4F)C[C@@H]23)cc1	-62	0.0
CCCNC(=O)Nc1ccc2c(c1)OC[C@H](C)N(C(=O)C1CCOCC1)C[C@@H](C)[C@H](OC)CN(C)C2=O	12	0.0
C[C@@H]1CCCCO[C@H](CN(C)Cc2ccc(C(=O)O)cc2)[C@H](C)CN([C@@H](C)CO)C(=O)c2cc(N(C)C)ccc2O1	4	0.0
O=C(C1CCOCC1)N1CC2(C1)[C@@H](c1ccccc1)[C@H](CO)N2C(=O)CC1CC1	-18	.
CN1C(=O)c2cc(NC(=O)c3cccc(Cl)c3)ccc2OC[C@@H]2O[C@H](CC(=O)NC3CCCCC3)CC[C@@H]21	-10	0.1
CN(C)CC#Cc1ccc([C@@H]2[C@@H](CO)N3C(=O)CN(C(=O)CN(C)C)C[C@H]23)cc1	-18	0.0
C[C@@H]1CCCCO[C@H](CN(C)S(=O)(=O)c2ccc(F)cc2)[C@H](C)CN([C@H](C)CO)C(=O)c2cc(N(C)C)ccc2O1	34	0.0
C[C@H]1CN([C@@H](C)CO)C(=O)Cc2cc(N(C)C)ccc2O[C@H]1CN(C)Cc1ccc(-c2ccccc2)cc1	7	0.0
CN(C)C(=O)c1ccc(-c2ccc3c(c2)[C@@H]2[C@@H](CCN2Cc2ccncc2)[C@@H](CO)N3)cc1	-2	0.0
COc1ccc2c3c([nH]c2c1)[C@H](CO)N(S(C)(=O)=O)CC31CCN(CC2CCCC2)CC1	-25	0.0
O=C(Nc1ccccc1Cl)N1C[C@H]2[C@@H](c3ccccc31)[C@H](CO)N2C(=O)c1cccnc1	3	0.0
Cc1ccc(S(=O)(=O)N2CC[C@@H]3[C@H](CO)Nc4ccc(-c5cccc(C(=O)N(C)C)c5)cc4[C@@H]32)cc1	-15	0.0
COc1cccc(C(=O)Nc2ccc3c(c2)OC[C@H](C)N(CCc2ccccc2)C[C@H](C)[C@H](OC)CN(C)C3=O)c1	-4	0.0
COc1ccc(-c2ccc3n(c2=O)C[C@@H]2[C@@H](CO)[C@H](C(=O)N(C)C)[C@H]3N2Cc2cncnc2)cc1	14	0.0
O=C(Cc1cccnc1)N1CC(=O)N2[C@H](C1)[C@H](c1ccc(C#CC3CCCCC3)cc1)[C@@H]2CO	0	0.0
COc1ccc2c3c(n(C)c2c1)[C@H](CO)NCC31CN(CC2CCOCC2)C1	-18	0.0
C/C=C/c1ccc2c(c1)[C@@H]1[C@@H](CCN1S(=O)(=O)c1ccccc1OC)[C@H](CO)N2C	-6	0.0
C[C@H](NC(=O)C[C@H]1C[C@H]2c3cc(NS(=O)(=O)c4ccc(F)cc4)ccc3O[C@H]2[C@H](CO)O1)c1ccccc1	-9	0.0
COc1ccc(NC(=O)N(C)C[C@@H]2OCc3cnnn3CCCC(=O)N([C@@H](C)CO)C[C@@H]2C)c(OC)c1	-29	0.0
CCS(=O)(=O)NCC[C@@H]1CC[C@@H](NS(=O)(=O)c2ccccc2C)[C@H](CO)O1	-3	0.0
CN(C)CC(=O)N1CCCCN2[C@@H](CO)[C@@H](c3ccc(-c4cncnc4)cc3)[C@@H]2C1	-33	0.0
COc1cccc(NC(=O)N2[C@@H](CO)[C@@H](c3ccccc3)[C@@H]2CNCC(C)C)c1	-3	0.0

Already shown: an excerpt of the list.
SMILES	YAP1 CTGF inhibition	Pax4 gene expression
C[C@H](NC(=O)C[C@H]1C[C@H]2c3cc(NS(=O)(=O)c4ccc(F)cc4)ccc3O[C@H]2[C@H](CO)O1)c1ccccc1	-9	0.0
COc1ccc(NC(=O)N(C)C[C@@H]2OCc3cnnn3CCCC(=O)N([C@@H](C)CO)C[C@@H]2C)c(OC)c1	-29	0.0
CCS(=O)(=O)NCC[C@@H]1CC[C@@H](NS(=O)(=O)c2ccccc2C)[C@H](CO)O1	-3	0.0
CN(C)CC(=O)N1CCCCN2[C@@H](CO)[C@@H](c3ccc(-c4cncnc4)cc3)[C@@H]2C1	-33	0.0
COc1cccc(NC(=O)N2[C@@H](CO)[C@@H](c3ccccc3)[C@@H]2CNCC(C)C)c1	-3	0.0
